Pol kappa inh: inhibitors of human DNA polymerase kappa | Potency, µM (series often up to 107 µM), without a hit: at the highest dose activity, negative = inhibition, usual class: inhibitors | Q9UBT6 | 400,000 tested, 0.53% active | purified Pol kappa, fluorescent DNA synthesis assay, 10 min; note: potency is the fitted concentration of half-maximal effect; % is set by controls: 0 for no effect and ±100 for the full control effect
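Activity was followed as the change in fluorescence between reads at 0 and 10 min after starting the reaction with 50 nM substrate. Beforehand, 10 nM polymerase had been preincubated with compound for 15 min at room temperature.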
Pol eta inh: inhibitors of human DNA polymerase eta | recombinant Pol eta, fluorescent DNA replication assay | 390,000 tested, 1.2% active | Q9Y253 | Potency, µM (doses to about 114 µM), for inactives: at the highest dose activity change, negative = inhibition, actives largely listed as inhibitors; note: potency is the fitted concentration of half-maximal effect; % is set by controls: 0 for no effect and ±100 for the full control effect
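Pol eta at 10 nM preincubated with compounds 15 min at room temperature; reaction started with fluorescent substrate (50 nM final) and read kinetically at 0 and 10 min.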
RXFP1 antagonist: antagonists of human relaxin receptor RXFP1; HEK293-RXFP1, relaxin-stimulated cAMP HTRF, 30 min; stronger effect = lower value; activity change, negative = inhibition, % at 57.5 µM; 350,000 tested, 0.59% active; AID 1259400;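 active = activity change of -60% or lower, but not beyond a set lower limit; inconclusive = change between -60% and -40%, or beyond the set limit; inactive = change above -40%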; note: % is set by controls: 0 for no effect and ±100 for the full control effect
Target sequence (Q9HBX9 whole entry, looked up): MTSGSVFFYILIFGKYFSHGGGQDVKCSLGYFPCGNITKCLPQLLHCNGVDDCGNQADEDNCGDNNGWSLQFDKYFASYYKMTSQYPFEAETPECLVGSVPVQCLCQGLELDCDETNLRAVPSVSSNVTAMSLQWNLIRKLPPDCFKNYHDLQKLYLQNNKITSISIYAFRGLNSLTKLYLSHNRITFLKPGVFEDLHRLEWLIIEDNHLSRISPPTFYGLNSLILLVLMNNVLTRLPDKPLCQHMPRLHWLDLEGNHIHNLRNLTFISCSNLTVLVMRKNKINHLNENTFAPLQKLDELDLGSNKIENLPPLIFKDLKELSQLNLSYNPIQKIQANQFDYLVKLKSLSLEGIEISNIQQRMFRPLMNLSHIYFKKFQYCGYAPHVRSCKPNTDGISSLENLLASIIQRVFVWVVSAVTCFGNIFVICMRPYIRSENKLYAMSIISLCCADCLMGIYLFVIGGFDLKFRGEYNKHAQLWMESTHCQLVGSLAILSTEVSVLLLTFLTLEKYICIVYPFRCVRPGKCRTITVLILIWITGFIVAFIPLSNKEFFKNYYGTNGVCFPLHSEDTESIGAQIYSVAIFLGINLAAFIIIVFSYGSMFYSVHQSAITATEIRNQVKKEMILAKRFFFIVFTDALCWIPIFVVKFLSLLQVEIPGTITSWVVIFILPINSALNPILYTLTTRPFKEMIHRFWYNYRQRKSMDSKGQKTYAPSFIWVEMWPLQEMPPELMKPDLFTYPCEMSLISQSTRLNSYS
APEX1 inh: APE1 (human) endonuclease inhibition; AID 2517; recombinant APE1, TAMRA/BHQ-2 abasic DNA cleavage fluorescence; Potency, µM (doses to about 65.8 µM), without a hit: top-dose activity change, negative = inhibition, hits mostly inhibitors; P27695; 350,000 tested, 0.35% active;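 note: potency is the fitted concentration of half-maximal effect; plate controls were vehicle for no effect and reference inhibitor for full effect; nearly all actives have a fitted effect of over 55% in size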
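Readout is kinetic fluorescence (ex 525, em 598 nm) from cleavage of 50 nM TAMRA/BHQ-2 THF abasic duplex by 0.75 nM APE1, compound added 15 min beforehand at RT.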
Tb PGK inh: T. brucei PGK inhibition; P07378; Potency, µM (titrated, usually from 57.5 µM), inactives show top-dose activity change, negative = inhibition, most hits filed as inhibitors; 380,000 tested, 0.043% active; PGK/GAPDH coupled, Kinase-Glo luminescence, 60 min; note: potency is the fitted concentration of half-maximal effect; % is set by controls: 0 for no effect and ±100 for the full control effect; nearly all actives have a fitted effect of over 60% in size
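Luminescent ATP detection (Kinase-Glo Plus) follows a 60-minute room-temperature incubation, with wells lacking PGK as controls. Buffer: 100 mM TEA (pH 7.6), 5 mM MgCl2, 0.01% Tween-20. Coupling enzyme GAPDH (100 nM final) supplies unstable 1,3-BPG in-well.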
BLM inh: inhibitors of human Bloom syndrome helicase BLM | 350,000 tested, 0.2% active | Potency, µM (highest dose often 56.1 µM), for inactives: at the top dose activity change, negative = inhibition, actives largely listed as inhibitors | recombinant BLM DNA unwinding, fluorescence dequenching;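 note: potency is the fitted concentration of half-maximal effect; plate controls were vehicle for no effect and no enzyme for full effect; nearly all actives have a fitted effect of over 35% in size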
Anesthetic bind: candidate novel general anesthetic via apoferritin binding | P02791 | apoferritin/1-aminoanthracene competitive binding, fluorescence | Potency, µM (highest dose often 77.5 µM), for inactives: at the highest dose activity change, negative = displacement, actives largely listed as inhibitors | 350,000 tested, 0.074% active | AID 485281; note: potency is the fitted concentration of half-maximal effect; % is set by controls: 0 for no effect and ±100 for the full control effect; nearly all actives have a fitted effect of over 20% in size
Target sequence (P02791 2-175 limits assumed): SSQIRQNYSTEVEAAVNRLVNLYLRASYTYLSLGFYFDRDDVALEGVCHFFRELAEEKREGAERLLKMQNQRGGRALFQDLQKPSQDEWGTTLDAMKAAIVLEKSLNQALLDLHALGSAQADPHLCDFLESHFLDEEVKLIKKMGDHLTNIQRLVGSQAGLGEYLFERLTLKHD
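Read-out: endpoint 1-AMA fluorescence, excitation 380 nm and emission 535 nm, after compounds sit 10 min at room temperature with 10 uM horse-spleen apoferritin in 50% saturated 1-AMA/PBS. Values come from four-parameter Hill fits.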
POLI inh: blocks human DNA polymerase iota activity; 390,000 tested, 1% active; Potency, µM (titrated, usually from 115 µM), without a hit: top-dose activity, negative = inhibition, actives largely listed as inhibitors; Pol iota fluorescent replication assay, 10 min; note: potency is the fitted concentration of half-maximal effect
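Fluorescent replication assay read twice, at 0 min and 10 min after adding 50 nM (final) substrate. Enzyme (10 nM) and compounds were first incubated 15 min at room temperature; enzyme-free buffer wells were negative controls.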
Pol beta inh: inhibitors of human DNA polymerase beta. 340,000 tested, 1.3% active. AID 485314. Pol beta primer extension/strand displacement, fluorescence kinetic. Potency, µM (series often up to 114 µM), inactives show at the highest dose activity change, negative = inhibition, usual class: inhibitors; note: potency is the fitted concentration of half-maximal effect; % is set by controls: 0 for no effect and ±100 for the full control effect
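Human Pol beta at 10 nM; strand-displacement substrate 50 nM final. Compound exposure 15 min at room temperature before start, reaction 10 min at room temperature.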
* = called active by the depositor; i = inactive; ? = inconclusive; . = not tested or not shown; & = joins results of further samples; [ ] = dose if it differs, or a comment. Unless noted, calls come from the whole dose curve; as a rule, active = well fitted curve in the direction sought with a large enough effect; inconclusive = small, poorly fitted or top-dose-only effect, or another doubt; inactive = no such curve, though single readings can be large; an effect the other way counts as inactive or inconclusive. Some of the compounds tested, so the mix of outcomes need not match the whole.

SMILES	Pol kappa inh	Pol eta inh	RXFP1 antagonist	APEX1 inh	Tb PGK inh	BLM inh	Anesthetic bind	POLI inh	Pol beta inh
O=C(CCc1ccccc1)NNC(=O)c1ccc(F)cc1	3.0%	4.5%	10.5	2.3%	i	2.4%	-13.5%	-2.3%	-9.2%
O=C(C[n+]1cccc(C(=O)N/N=C/c2ccc(Br)cc2)c1)c1ccccc1	0.3%	-8.5%	2.8	1.9%	-0.3%	.	.	8.1%	.
COc1cccc(N(CC(=O)NCCSc2ccccc2)S(C)(=O)=O)c1	-1.7%	-14.8%	-3.6	1.7%	0.7%	-2.0%	-14.5%	-16.3%	8.6%
O=C(Nc1nc(-c2cccs2)cs1)c1cc2ccccc2oc1=O	.	.	.	16.1%	.	-5.4%	-6.4%	.	-14.4%
COC(=O)c1cccc(C(=O)N2CCCC(CCC(=O)N(C)CCc3ccccn3)C2)c1 (stereo not given)	-7.3%	-24.6%	0.5	7.2%	6.0%	3.0%	-3.3%	30.4%[activator]	58.8%
O=S(=O)(Nc1ccccc1)c1ccc(NS(=O)(=O)c2cccs2)cc1	2.1%	-2.4%	0.5	18.8%	3.4%	-4.1%	-9.7%	8.2%	30.2%
Fc1ccccc1C1c2[nH]c3ccccc3c2CCN1Cc1ccoc1 (stereo not given)	-7.6%	-6.4%	?	-1.8%	i	-15.6%	0.2%	60.9%[activator]	11.0%
CCCCOc1ccc(C(=O)NCC(=O)OC2CCOC2=O)cc1 (stereo not given)	-2.7%	6.6%	-11.2	1.6%	-1.2%	3.8%	?	7.6%	31.2%
O=C1C2Sc3[nH]c(=O)sc3C(c3cc([N+](=O)[O-])ccc3O)C2C(=O)N1c1ccccc1 (stereo not given)	?	6.8%	2.7	17.5%	-7.3%	0.5%	-0.8%	?	15.2%
CCOC(=O)c1c(CN2CCOCC2)n(C)c2cc(Br)c(O)c(CN(C)C)c12	-13.1%&10.1%	-7.8%&-3.3%	-12.0	7.2%&-3.0%	5.2%&-3.4%	-3.3%&-7.0%	-9.8%&-7.3%	-8.5%&42.1%	-5.3%&24.0%
CCN(CC)S(=O)(=O)c1ccc(C(=O)NCCN(C)C)cc1	-7.4%	-15.3%	4.1	6.6%	i	-2.4%	-13.2%	96.1%[activator]	-13.4%
O=C(Nc1ccnn1C1CCN(C(=O)c2cnsn2)CC1)c1cccc(F)c1	-5.3%	0.5%	-4.0	6.4%	?	-1.1%	-6.5%	-21.0%	42.2%
Cc1noc(C)c1C(=O)Nc1nnc(-c2ccccc2)s1	-6.8%	-2.2%	-3.8	1.5%	7.0%	-2.1%	-8.6%	-1.7%	2.9%
Cc1ccc(NC(=O)Cn2ccn(-c3ccc(F)c(F)c3)c(=O)c2=O)cc1C	-22.3%	9.2%	8.5	.	i	-5.3%	-18.8%	-3.5%	-14.8%
O=C(c1ccc(S(=O)(=O)N2CCOCC2)cc1)N1CCN(c2ccccc2F)CC1	11.3%	-12.9%	26.6	2.7%	-7.7%	-5.0%	-3.6%	105.5%[activator]	?
COc1ccccc1CCC(=O)NNC(=O)c1ccc(Br)cc1	-4.4%	-7.5%	1.1	10.3%	-2.0%	-3.2%	-2.4%	-25.0%	29.2%
CCOC(=O)c1ccc(NC(=O)COc2ccc(CNCCO)cc2OCC)cc1	-8.2%	-3.1%	-8.4	1.3%	-4.0%	1.3%	-8.7%	98.5%[activator]	-0.3%
Cn1c(Cc2csc(N)n2)nnc1SCC(=O)NC1CCCCC1	-10.3%	-20.0%	-3.2	0.0%	1.5%	-0.4%	-5.9%	14.4%	-0.7%
CC(C)c1ccc(NC(=O)CSc2nc3ccccc3nc2N2CCCC2)cc1	-10.3%	-13.8%	-0.5	53.8%[activator]	6.0%	-6.7%	-13.9%	13.8%	0.9%
CCCONC(=O)Nc1ccccc1[N+](=O)[O-]	-14.0%	-17.8%	-2.1	5.9%	-1.6%	-0.3%	-6.6%	5.9%	11.9%
O=C(CS(=O)(=O)c1cn(Cc2ccc(F)cc2)c2ccccc12)N1CCCCC1	-15.8%	4.3%	-3.2	3.4%	-4.0%	0.9%	-7.1%	32.5%[activator]	-20.6%
Cc1cc2c(N=NC(=O)C3CC3c3ccccc3)c(O)[nH]c2cc1Br (stereo not given)	-20.6%	-1.8%	1.9	0.9%	-8.1%	0.3%	-5.3%	45.0%[activator]	-0.2%
CCc1ccccc1NC(=O)CN1CCN(C(=O)CCC(=O)N2CCC(c3ccccc3)=N2)CC1	-6.4%	-8.6%	-5.8	5.7%	i	.	.	3.9%	.
O=C(C1CC1)N1CCN(c2ccc(F)cc2)CC1	3.9%	-11.1%	-8.5	-0.9%	6.8%	0.8%	-7.2%	136.8%[activator]	-17.7%
Cc1nn(C)c2ncc(C(N)=O)c(Oc3ccc(Cl)cc3)c12	-3.8%	-2.1%	1.1	?	1.1%	-6.7%	2.1%	-13.9%[58.9 µM]	1.6%
Cc1ccnc(SCC(=O)N2CCN(c3ccccc3)CC2)n1	-6.2%	0.6%	-2.8	1.8%	i	6.0%	6.1%	-46.9%	26.6%
CCOc1ccc(/C=N/n2c(C3CCCCC3)n[nH]c2=S)cc1	-20.5%	-15.8%	6.7	14.2%	-6.1%	-9.8%	-10.3%	?	7.8%
CCc1ccc(NC(=O)CNC(=O)c2cn(-c3ccccc3OC)c(=O)c3ccccc23)cc1	-15.2%	-4.7%	8.4	-2.1%	-5.1%	5.0%	?	-2.1%	7.0%
CC(C)Oc1ccc(C(=O)Nc2ccc([N+](=O)[O-])cc2)cc1	-3.6%	-20.0%	4.8	-0.3%	-8.6%	-3.8%	-1.8%	51.8%[activator]	0.4%
CCOC(=O)C1(CCCc2ccccc2)CCN(C(=O)c2cnc(C)cn2)CC1	-5.0%	1.2%	-1.1	5.7%	-9.7%	-5.7%	-23.5%	-3.9%	5.2%
CC(=O)Nc1ccccc1OCC(=O)NCCC1=CCCCC1	0.0%	-14.4%	-1.8	-1.4%	-9.4%	-2.7%	-7.3%	-5.9%	-1.0%
O=C(N/N=C1\CCCc2ccccc21)c1cccc([N+](=O)[O-])c1	-5.2%	-3.6%	10.8	-5.5%	-4.7%[11.5 µM]	-2.3%	?	0.1%	-9.5%
CC[C@H](C)[C@H](NC(N)=O)C(=O)Nc1ccc(C)cc1	-0.8%	-11.8%	5.8	2.5%	8.2%	-2.1%	84.9%[activator]	13.6%	15.1%
CN(CC(=O)Nc1ccc(N2CCOCC2)cc1)C(=O)CCNC(=O)c1ccc(Br)cc1	-3.8%	-2.5%	-2.8	-8.6%	-5.2%	.	.	14.1%	.
COCCCNC(=S)N1CCC(C(=O)c2ccc3c(c2)OCCO3)CC1	-2.3%	2.6%	5.5	0.1%	-8.0%	-2.4%	-5.6%	-13.9%	5.5%
O=C(COC(=O)C1CCN(S(=O)(=O)c2cccs2)CC1)Nc1ccc(F)cc1F	-0.6%	-22.0%	-5.0	-1.6%	i	-3.5%	-12.1%	-15.8%	-1.2%

Ordered by value in Tb PGK inh (lowest first): 3 of the compounds above.
SMILES	Pol kappa inh	Pol eta inh	RXFP1 antagonist	APEX1 inh	Tb PGK inh	BLM inh	Anesthetic bind	POLI inh	Pol beta inh
COC(=O)c1cccc(C(=O)N2CCCC(CCC(=O)N(C)CCc3ccccn3)C2)c1 (stereo not given)	-7.3%	-24.6%	0.5	7.2%	6.0%	3.0%	-3.3%	30.4%[activator]	58.8%
O=C(C1CC1)N1CCN(c2ccc(F)cc2)CC1	3.9%	-11.1%	-8.5	-0.9%	6.8%	0.8%	-7.2%	136.8%[activator]	-17.7%
CC[C@H](C)[C@H](NC(N)=O)C(=O)Nc1ccc(C)cc1	-0.8%	-11.8%	5.8	2.5%	8.2%	-2.1%	84.9%[activator]	13.6%	15.1%

(listing goes on)
SMILES	Pol kappa inh	Pol eta inh	RXFP1 antagonist	APEX1 inh	Tb PGK inh	BLM inh	Anesthetic bind	POLI inh	Pol beta inh
O=C(NCc1cccnc1)C1CCCN(S(=O)(=O)c2cccc3nsnc23)C1 (stereo not given)	-9.3%	-2.4%	.	4.0%	-10.7%	0.7%	-9.8%	21.2%	16.6%
CN1CCCN(S(=O)(=O)c2cccc(C(F)(F)F)c2)c2nc3ccccc3nc21	3.3%	-17.7%	2.7	-10.1%	-3.0%	.	.	-1.9%	.
COc1ccccc1-n1c(-c2cn(C)nc2C)n[nH]c1=S	-6.7%	-21.8%	-5.9	-0.1%	-6.6%	2.1%	-4.6%	27.7%	45.5%
S=C(Nc1ccccn1)Nc1ccccc1Cl	-13.7%	-1.8%	0.7	20.9%	-1.9%	3.0%	3.5%	26.1%	15.7%
NC(=O)c1nn(-c2ccc(Cl)cc2Cl)c(=O)cc1O	4.0%	-5.5%	9.5	2.9%	i	0.7%	-2.2%	64.2%[activator]	-16.8%
CC(=O)c1ccc(Nc2c3c(nc4ccccc24)CCCC3)cc1	-16.0%	-13.6%	-18.1	16.3%	5.5%	1.4%	-10.9%	-17.9%	33.2%
Cc1cccc(OCC(=O)N(Cc2cccs2)c2ccc(Cl)cc2)c1C	-10.9%	-23.1%	.	.	9.6%	-10.2%	62.2%[activator]	29.2%	-14.8%
COc1ccc(-c2nc(CNC(=O)Nc3ccccc3)c(C)o2)c(OC)c1	-11.7%[60.1 µM]	-17.4%	-1.7	.	10.2%	-10.3%	-12.8%	9.6%	-0.9%
COc1ccc2[nH]c3nc(SCC(=O)Nc4ccc5c(c4)OCO5)nnc3c2c1	-2.6%	?	5.9	-1.6%	-16.8%	4.8%	-13.4%	?	22.4µM*
CCNS(=O)(=O)c1ccc(CCC(=O)NCc2cccnc2)cc1	-7.6%	-1.6%	-6.9	9.5%	9.6%	-0.2%	-1.9%	11.5%	0.0%
CCc1c(C)nc2ncnn2c1Nc1ccc(C#N)c(Cl)c1	-1.6%	-15.8%	9.3	-2.3%	-6.8%	-0.1%	-8.8%	12.6%	9.3%
CCc1ccc(C2N3CC4(C)CN2CC(c2ccccc2)(C3)C4=O)cc1 (stereo not given)	0.1%	-21.1%	-19.6	.	-8.0%	0.4%	-18.2%	8.4%	14.2%
Cc1ccc(CNC(=O)c2cc(S(=O)(=O)N3CCCC(C)C3)cn2C)cc1 (stereo not given)	0.7%[60.1 µM]	-14.0%	.	.	-7.2%	-2.7%	5.4%	5.4%	-0.8%

Compound activity: PubChem BioAssay, National Center for Advancing Translational Sciences (NCATS)
